ABHD4 inh: ABHD4 inhibitors, primary screen, biochemical, fluorescence polarization, mouse | purified mABHD4, FP-Rh probe fluorescence polarization | inhibition, % at 8.92 µM | 0.54% of 370,000 active;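 active means inhibition exceeding the mean over every tested compound plus 3 SD, cut at about 30% in these data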;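 further: 0% = plate median of compound wells and 100% = S159A mutant with DMSO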
Target sequence (Q8VD66 whole entry, looked up): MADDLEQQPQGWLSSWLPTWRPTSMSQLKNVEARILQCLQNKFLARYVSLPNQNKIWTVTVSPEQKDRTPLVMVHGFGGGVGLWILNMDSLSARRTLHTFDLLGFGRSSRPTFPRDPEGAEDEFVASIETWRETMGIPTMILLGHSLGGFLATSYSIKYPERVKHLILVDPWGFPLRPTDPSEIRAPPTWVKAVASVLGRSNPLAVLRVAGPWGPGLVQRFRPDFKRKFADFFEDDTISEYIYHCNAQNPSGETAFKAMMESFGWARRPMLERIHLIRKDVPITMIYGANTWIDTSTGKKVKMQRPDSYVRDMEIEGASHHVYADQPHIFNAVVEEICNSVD
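Assay system: Wild-type mouse ABHD4 protein | Medium: HEPES pH 7.0 buffer, 150 mM NaCl, 0.01% Pluronic F-127 | Incubation: Enzyme–compound pre-incubation 45 min, then probe 60 min, both 25 °C | Technique: Fluorescence polarization with parallel and perpendicular emission, 525/598 nm | Evaluation: % inhibition of FP-Rh probe binding versus controls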
TCR CD3 inh: inhibitors of human TCR-CD3 interaction, primary screen, biochemical, fluorescence, TAMRA-labeled TCR probe. AID 651800, 2012. 0.37% of 360,000 active. inhibition, % at 9.4 µM; in the data active means inhibition above about 19%;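 further: recombinant mutant TCR 2C K166C tagged with TAMRA read by polarization; 0% = receptor in buffer alone and 100% = receptor with positive control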
Rev-erbA mod: modulators of Rev-erb alpha DNA binding, primary screen, biochemical, FITC-DNA, fluorescence polarization, uHTS; Nuclear receptor subfamily 1 group D member 1 (Homo sapiens), P20393; Rev-erbα–FITC-DNA binding, 90 min; activity, % at 10 µM; 0.79% of 370,000 active; AID 1259318, 2017;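 active means activity above about 14%, limit read from the data; passing the limit was not always enough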;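 further: 0% = DMSO wells with 35 nM protein and 100% = DMSO wells with 750 nM protein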
rCAG binder: binders of r(CAG) RNA repeats, primary screen, biochemical, fluorescence. r(CAG) RNA repeat, TO-PRO-1 dye displacement fluorescence. inhibition, % at 3 µM. 1.3% of 370,000 active. AID 651821, 2012;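 active means inhibition above the plate cutoff, the mean of all test compounds on that plate plus 3 SD, cut at about 35% in these data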;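 further: 0% = DMSO alone and 100% = 100 µM mitoxantrone as full dye displacement; higher means more dye released from RNA so lower well fluorescence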
UHRF1 binding: UHRF1 methylated DNA binding inhibitors, primary screen, counter-screen for MBD2 inhibitor project, biochemical, TR-FRET, human UHRF1, single concentration; E3 ubiquitin-protein ligase UHRF1 (Homo sapiens), Q96T88; UHRF1 binding to methylated oligo; inhibition, % at 4.4 µM; 0.75% of 370,000 active; AID 687016, 2013; in the data active means inhibition above about 21%;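 further: UHRF1 SRA domain binding a hemimethylated CpG hairpin DNA probe; 0% = median of test compound wells and 100% = reference inhibitor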
PG9 Ab binder: binders of HIV-1 gp120 antibody PG9, primary screen, biochemical, TR-FRET; HIV-1 gp120 / PG9 antibody interaction; TR-FRET gp120-PG9 antibody binding; inhibition, % at 6.7 µM; 0.43% of 360,000 active; AID 624416, 2012; in the data active means inhibition above about 8.5%
HTRA1 inh: HTRA1 serine protease inhibitors, primary screen, biochemical, fluorescence polarization, HTS; Q92743; recombinant HTRA1, FP-rhodamine activity-based probe; 0.5% of 340,000 active; inhibition, % at 5.96 µM; in the data active means inhibition above about 36%;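 further: 0% = enzyme with DMSO and 100% = wells lacking enzyme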
LEDGF integ inh: blockers of LEDGF/p75-dependent integrase strand transfer – biochemical, TR-FRET, high throughput, primary screen. HIV-1 integrase (with human LEDGF/p75). TR-FRET IN-LEDGF/p75 DNA integration, Eu/Cy5. inhibition, % at 3.7 µM. 0.64% of 370,000 active. AID 743269, 2014;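 active means inhibition above the screen-wide mean plus 3 SD, cut at about 13% in these data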;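 further: signal is the Cy5 over europium emission ratio at 671 and 618 nm; 0% = plate median of compound wells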
PRMT1 inh: PRMT1 methyltransferase inhibitors, primary screen, biochemical, fluorescence polarization; Protein arginine N-methyltransferase 1 (Homo sapiens), Q99873; AID 652257, 2013; 1.3% of 370,000 active; recombinant PRMT1, activity-based probe fluorescence polarization; inhibition, % at 2.79 µM;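 active means inhibition above about 21% made by adding two undisclosed values, limit read from the data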
MBD2 DNA inh: inhibitors of MBD2 binding to methylated DNA, primary screen, biochemical, TR-FRET, DNA-binding domain, human. MBD2 binding to methylated oligonucleotide. inhibition, % at 4.4 µM. 0.31% of 370,000 active; in the data active means inhibition above about 13%
Target sequence (Q9UBB5 whole entry, looked up, the tested form may be a part): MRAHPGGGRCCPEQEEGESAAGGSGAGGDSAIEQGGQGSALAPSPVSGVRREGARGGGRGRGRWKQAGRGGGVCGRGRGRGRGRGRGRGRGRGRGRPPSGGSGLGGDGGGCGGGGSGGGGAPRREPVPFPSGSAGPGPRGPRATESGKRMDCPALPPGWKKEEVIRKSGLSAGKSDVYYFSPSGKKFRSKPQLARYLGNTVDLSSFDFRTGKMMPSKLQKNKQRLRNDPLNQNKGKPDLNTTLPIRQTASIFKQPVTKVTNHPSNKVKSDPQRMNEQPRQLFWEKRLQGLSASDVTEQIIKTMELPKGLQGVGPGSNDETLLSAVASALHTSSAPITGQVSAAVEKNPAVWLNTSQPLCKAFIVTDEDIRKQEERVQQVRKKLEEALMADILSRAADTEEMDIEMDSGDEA
Starred values were filed as active, the others as inactive; / = no result given; & = joins results of further samples. This is a subset; rates above refer to the full screens.

SMILES	ABHD4 inh	TCR CD3 inh	Rev-erbA mod	rCAG binder	UHRF1 binding	PG9 Ab binder	HTRA1 inh	LEDGF integ inh	PRMT1 inh	MBD2 DNA inh
CC(=O)C1C(c2ccc(F)c(F)c2)NC(=O)NC1(O)C(F)(F)F (configuration not stated)	-1	2	-2	-3	3	0.0	-4	-5	-4	24*
COc1ccc(NC(=O)C2CC(c3ccccc3O)=NO2)cc1OC (configuration not stated)	-9	-3	-2	-4	0	0.2	-10	5	-3	-2
Cc1ccc(C(=O)NCC(=O)OCc2c(F)cccc2Cl)s1	3	5	0	2	0	0.3	-8	-1	-3	-4
Cn1c(N)c(C(=O)COC(=O)CCC(=O)c2ccc(F)cc2)c(=O)n(C)c1=O	-6	4	4	-2	5	0.0	7	4	-3	1
COc1cccc(NC(=O)C2CCCN(S(=O)(=O)c3cccc4cccnc34)C2)c1 (configuration not stated)	2	-4	3	3	0	-0.2	-10	-5	5	-4
CCCC(=O)n1nc(NCc2ccc(OC)cc2)nc1NCc1ccc(OC)cc1	-19	-3	-3	-3	1	0.6	-11	2	-2	-2
COc1cccc(N2CCN(Cc3ccsc3)CC2)c1	6	-9	-2	2	0	-1.4	10	5	2	2
Cc1ccc(S(=O)(=O)Oc2ccc(/C=N/NC(=O)c3nn(C)cc3[N+](=O)[O-])cc2)cc1	-29	-8	0	9	2	0.8	-11	4	1	7
Oc1c(C(c2ccccc2)N2CCc3ccccc3C2)sc2ncnn12 (configuration not stated)	6	1	2	5	0	0.1	1	-4	5	1
CC(C)C[C@H](NC(=O)c1nc[nH]c1C(=O)NCc1ccccc1)C(=O)OCc1ccccc1	-28	2	4	2	1	-0.8	-8	0	1	-1
CCCCNC(=O)C[C@H]1C[C@@]2(C(=O)OC)C(=C[C@H](C3CCCC3)O[C@@H]2C)N(Cc2ccccc2)C1=O	0	-5	-2	0	2	-0.8	/	0	2	3
O=C(Nc1ccccc1N1CCCCC1)c1ccc(-c2cc(Cl)ccc2Cl)o1	0	4	6	0	1	-1.2	4	-1	1	-1
O=C(NC1CC1)C1CCN(C(=O)c2ccc(Cl)cc2Cl)CC1	-2	3	-1	2	-2	-0.1	3	-1	1	-5
Cc1ccc(N2C(=O)N3[C@H](c4ccc(Br)cc4)[C@@H]4C(=O)N(C(C)(C)C)C(=O)[C@@H]4[C@]3(C)C2=O)cc1	-6	-3	-5	-6	5	-1.2	-15	0	0	3
CC1CCCC(NC(=O)CSc2ncccn2)C1C (configuration not stated)	9	-2	5	1	-1	-3.2	-1	0	-6	-1
O=C(COC(=O)COc1ccccc1[N+](=O)[O-])Nc1ccccc1Br	-14	7	2	2	0	-1.2	-3	-1	1	0
Cc1cccc2cc(CN(Cc3ccc4c(c3)OCO4)Cc3nnnn3C3CCCC3)c(=O)[nH]c12	11	-2	/	-1	3	-1.0	-7	4	2	-2
COc1ccc(N(CC(=O)NN=C2CCN(C)CC2)S(=O)(=O)c2ccccc2)c(OC)c1	-9	-11	-5	3	0	0.6	-22	-4	-2	0
COc1ccc2sc(-c3ccc(S(C)(=O)=O)cc3)c(C(=O)NCCc3c[nH]c4ccccc34)c2c1	-10	1	-2	9	-1	-1.7	-26	-1	2	-7
CCC(=O)Nc1ccc(S(=O)(=O)N2CCOCC2)cc1	1	3	-2	-1	2	-0.6	4	1	-4	2
CC(=O)Nc1ccc(SCC(=O)c2cc(C)n(Cc3cccs3)c2C)cc1	4	1	1	6	5	-0.1	0	-1	5	-4
CC1(OC(=O)C2CCCC2)C(=O)C=C2C=C(c3ccsc3)N(C3CCCCC3)C=C2C1=O (configuration not stated)	26	4	2	4	-5	-3.8	21	4	2	-1
COc1cccc2c1O/C(=N\O)C(C(=O)Nc1cccc(Br)c1)C2 (configuration not stated)	-9	-1	-3	7	4	2.1	-31	1	4	1
CC(=O)N=c1c(C#N)cc2c(=O)n3ccccc3nc2n1CCCOC(C)C	-5	6	-11	-1	-5	-0.9	/	1	-1	-2

Of the compounds above, these contain fluorine:
SMILES	ABHD4 inh	TCR CD3 inh	Rev-erbA mod	rCAG binder	UHRF1 binding	PG9 Ab binder	HTRA1 inh	LEDGF integ inh	PRMT1 inh	MBD2 DNA inh
CC(=O)C1C(c2ccc(F)c(F)c2)NC(=O)NC1(O)C(F)(F)F (configuration not stated)	-1	2	-2	-3	3	0.0	-4	-5	-4	24*
Cc1ccc(C(=O)NCC(=O)OCc2c(F)cccc2Cl)s1	3	5	0	2	0	0.3	-8	-1	-3	-4
Cn1c(N)c(C(=O)COC(=O)CCC(=O)c2ccc(F)cc2)c(=O)n(C)c1=O	-6	4	4	-2	5	0.0	7	4	-3	1

New compounds follow:
SMILES	ABHD4 inh	TCR CD3 inh	Rev-erbA mod	rCAG binder	UHRF1 binding	PG9 Ab binder	HTRA1 inh	LEDGF integ inh	PRMT1 inh	MBD2 DNA inh
CCOc1ccc(N(CC(=O)N2CCN(C(=O)CN(c3ccc(OCC)cc3)S(C)(=O)=O)CC2)S(C)(=O)=O)cc1	3	2	-2	-3	1	3.1	4	-1	2	-1
CCOc1ccccc1NC(=S)N1CCN(c2ccc(OC)cc2)CC1	2	-1	-4	3	-1	-1.5	8	-1	2	-2
Cc1ccc(C)c(OCCC(=O)OCC(=O)N2c3ccccc3NC(=O)C2(C)C)c1	-6	0	-8	3	2	1.0	-11	-2	-1	1
COC(=O)C1=C(C)N(Cc2ccccc2C(F)(F)F)C(=NCc2ccc(OC)cc2)NC1c1ccc(C(F)(F)F)cc1 (configuration not stated)	12	-5	-5	1	1	-1.7	/	1	-5	-1
CC(C)(C)c1ccc(C(=O)N2CCOC23CCCCC3)cc1	1	0	-2	-1	3	0.3	/	-1	2	4
Cc1ccc(NC(=O)/C=C/c2ccc(Cl)cc2)nc1	3	5	-4	4	-1	-1.6	-6	-5	1	-5
O=C(/C=C/c1ccccc1)NCCC1=CCCCC1	-7	0	-3	-3	-1	-4.2	-10	0	-5	-4
CCOC(=O)CNC(=O)N1CCc2ccc(NC(=O)c3ccccc3OC)cc2C1	-8	-6	-1	4	1	-1.2	-2	-1	6	6
CC(C)S(=O)(=O)c1csc(NC(=O)Nc2ccc(Cl)cc2)c1	-7	2	0	7	-2	-3.2	2	-3	-4	-6
CCCCC(=O)OCC(=O)Nc1ccc(OC(F)F)cc1	-5	-1	-4	-2	-2	-1.1	1	-1	-2	-6
O=C(C1CCC1)N1CCC(O)(c2cccc(F)c2)CC1	3	5	-1	-3	0	1.1	2	5	-1	-1
S=C(NCCc1ccccc1)NCCc1ccccc1	-8	-1	6	-1	-3	-1.3	-4	4	-2	1
O=C(/C=C/c1ccco1)OCC(=O)N1CCCCC1	4	-6	1	4	3	2.2	6	3	8	1
O=C(NC(NC(=S)N1CCOCC1)C(Cl)(Cl)Cl)c1cccc2ccccc12 (configuration not stated)	-10	0	2	16	0	-1.6	-8	0	2	-8
CN(C(=O)c1cccc(NC(=O)Cc2ccc(NC(=O)C3CCN(C(=O)C4CC4)CC3)cc2)c1)C1CC1	-4	-9	3	1	0	-1.6	3	3	-1	-7
O=C(Nc1nc2ccccc2n1Cc1ccc(Cl)cc1)c1ccco1	-3	0	28*	0	0	-0.6	-8	0	5	-2
Cc1cc(C)nc(Nc2nc(C(N)Cc3ccc(F)cc3)cs2)n1 (configuration not stated)	9	7	5	13	-2	-1.2	/	9	1	-1
CC(C)[C@H](NC(=O)c1ccccc1Cl)C(=O)OCC(=O)NCc1ccc2c(c1)OCO2	2	3	1	-4	4	-1.7	1	3	-2	-3
COC(=O)c1ccc(COC(=O)CNS(=O)(=O)c2ccccc2)cc1	-2	2	6	-3	-1	-0.4	4	-1	-3	-2
COCC1CCN(Cc2nc(Cc3ccccc3Cl)no2)CC1	-4	-1	2	-9	2	1.1	2	1	1	3
CCn1c(C)nc2cc(C(N)=O)ccc21	2	5	0	3	-1	-1.0	0	3	-4	-4
O=S(=O)(c1ccccc1)N1CCN(S(=O)(=O)c2ccc(F)cc2)CC1	-7	-2	4	-4	3	-0.1	5	1	3	7
Cc1ccc(C(=O)Nc2nnc(-c3ccncc3)o2)cc1	-1	1	6	2	-4	-2.0	-1	-3	-4	-3
CN1[C@H](Cc2ccccc2)COc2cccc(N3CCCC3)c2S1(=O)=O	-1	/	4	4	-2	/	/	-1	1	4
O=C(Nc1ccc(F)cc1)C(Cc1ccccc1)n1cccc1 (configuration not stated)	-12	-3	-3	-2	1	-1.1	-14	-5	-5	-1
CSCCC(c1nnnn1-c1c(C)cccc1C)N1CCN(C/C=C/c2ccccc2)CC1 (configuration not stated)	-2	2	-1	3	1	-0.8	/	-1	-3	1
COc1ccc2c(c1)C(=O)N1[C@H]3c4cc(Cl)ccc4OC[C@@H]3[C@H](c3ccccc3)[C@]1(C)C(=O)N2	-11	-9	3	18	4	1.3	-68	1	2	0
CC(=O)NS(=O)(=O)c1ccc(NC(=O)c2ccc(S(=O)(=O)N3CCCC3)cc2)cc1	-3	-2	-3	5	2	1.8	3	3	1	0
CCON1C(=O)C2(CCCCC2)C(=O)C12C=CCCC2 (configuration not stated)	0	-6	0	-1	4	2.2	-1	0	-5	-1
Cc1ccc(/C(N)=N/OC(=O)COc2cccc3ccccc23)cc1	5	4	-4	0	0	-1.9	-23	-1	5	3
CCOc1ccc(NC(=O)CCN2CCCCC2)cc1	-4	3	1	-5	-2	-0.3	0	-1	-2	-6
Cc1cc(NC(=O)CN2C(=O)c3ccccc3S2(=O)=O)no1	1	7	2	0	-2	-1.9	3	2	-3	0
COCC(C)NC(=S)N1CCN(c2ccccc2Cl)CC1 (configuration not stated)	2	-2	-4	-4	4	-2.0	-7	-3	1	0
CC1(C(=O)NS(=O)(=O)c2ccccc2Cl)CCN1C(=O)C1CC1 (configuration not stated)	7	-5	-4	1	4	-0.6	/	-4	2	1
CCOc1ccccc1N(C)C(=O)CCS(=O)(=O)c1ccc2c(c1)NC(=O)C(C)S2 (configuration not stated)	-2	6	4	-4	-1	-2.3	-8	3	-7	7
COc1ccnc(CS(=O)c2nc3ccc(OC(F)F)cc3[nH]2)c1OC (configuration not stated)	6	/	-2&-3	1	0	/	/	1	2	1
O=C(CN1CCN(c2ccccn2)CC1)Nc1ccc(OCc2ccccc2)cc1	-7	-8	-2	-5	10	-2.0	-29	1	-2	6
CC1CCCC(NC(=O)CNC(=O)c2cccs2)C1C (configuration not stated)	-4	-6	-3	-1	0	-1.3	3	2	-1	0
CCOC(=O)C1CCCN(C(=O)c2ccc(C(=O)c3ccccc3)cc2)C1 (configuration not stated)	-1	-1	3	0	1	-0.7	6	4	-3	-4

Source: PubChem BioAssay
